NS3 helicase inh – inhibitors of HCV NS3 helicase, primary screen, biochemical, Cy5 molecular beacon fluorescence. NS3 helicase DNA unwinding. inhibition, % at 10.9 µM. actives 0.56% (n = 290,000);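 active = inhibition above the mean of all tested compounds plus 3 SD, set per campaign, cut at about 35% in these data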;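 note: 0% = DMSO wells and 100% = thioflavine S control wells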
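assay system = NS3 helicase fragment of HCV | buffer or medium = MOPS pH 6.5, MgCl2, DTT, Tween20, BSA | timing = 60 min unwinding reaction at 25 °C after ATP addition | signal = Cy5 beacon fluorescence read at start and 1 h | read-out basis = % inhibition of unwinding | control set = low DMSO, high thioflavine S at 110 µM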
SUMO HTRF inh – inhibitors of in vitro SUMOylation cascade, primary screen, biochemical, HTRF, uHTS; SUMO-conjugating enzyme UBC9 (Homo sapiens), P63279; HTRF SUMOylation assay, SAE1/SAE2 + UBC9; inhibition, % at 35 µM; actives 0.36% (n = 290,000); AID 2006, 2009; in the data active = inhibition above about 50%, passing the limit was not always enough; note: strong numbers were not always called active
IMP-1 inh – IMP-1 metallo-beta-lactamase inhibitors, primary screen, biochemical, epi-absorbance readout, Pseudomonas aeruginosa enzyme | metallo-beta-lactamase IMP-1 (Pseudomonas aeruginosa) | purified IMP-1, nitrocefin hydrolysis, epi-absorbance fluorescence | inhibition, % at 5.6 µM | actives 0.45% (n = 290,000);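 active = inhibition above the mean plus 3 SD of all compounds in the same screening run, cut at about 4.5% in these data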;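 note: 0% = IMP-1 with DMSO and 100% = DMSO wells lacking enzyme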
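assay system = purified recombinant IMP-1 metallo-beta-lactamase enzyme | schedule = 15 min preincubation plus 25 min reaction at 25 °C | signal = Epi-absorbance fluorescence, 480 nm excitation, 530 nm emission | read-out basis = percent inhibition from optical density relative to buffer-blank wells | controls = IMP-1 with DMSO as 0%, enzyme-free DMSO as 100%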
pCIP destab – p/CIP-EGFP fusion destabilizers, primary screen, fluorescence, F442A cells. 16 h. decrease of EGFP signal, % at 10 µM. actives 0.01% (n = 290,000). Q05BA5. AID 1984, 2009;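 active = EGFP signal decrease of at least 30% at 10 µM or well 3 SD below plate mean, unless failing retest; inactive = the rest, including hits failing retest or dose response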; note: some compounds called inactive have numbers as strong as hits; many of its hits are not listed in these tables
GalR3 antag – GalR3 antagonists in HEK293 cells, primary screen, cell-based, fluorescence readout | inhibition, % at 3 µM | AID 651719, 2012 | HEK293 GalR3-CNG cAMP membrane potential fluorescence; galR3 body fused to GalR1 C-terminus | actives 0.44% (n = 360,000);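 active = inhibition above the screen-wide average plus 3 SD, cut at about 13% in these data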;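 note: forskolin and galanin both at EC90 stimulate the cells; cAMP rise reported by CNG channel membrane potential dye signal; 0% = forskolin plus galanin with DMSO and 100% = forskolin alone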
CRFR2-BP antag – antagonists of CRF-BP/CRF-R2 complex, primary screen, cell-based, HEK293, calcium dye fluorescence, uHTS | CRF-induced calcium fluorescence | inhibition, % at 11.8 µM | actives 0.59% (n = 350,000) | AID 588475, 2011;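 active = inhibition of the ligand-induced calcium signal above about 50% at the single tested concentration, limit read from the data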
IDE cell activ – human IDE activators in live cells, primary screen, fluorescence polarization, HEK cells, FAbeta-B substrate; FAbeta-B cleavage; 0% vehicle, 100% cell-free pure enzyme wells; activation, % at 5.96 µM; Insulin-degrading enzyme (Homo sapiens), P14735; actives 0.073% (n = 340,000);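 active = activation above the mean of all tested compounds plus 3 SD, set per screening campaign, cut at about 17% in these data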
VIM-2 inh – VIM-2 metallo-beta-lactamase inhibitors, primary screen, biochemical, epi-absorbance readout, Pseudomonas aeruginosa enzyme. purified VIM-2, nitrocefin hydrolysis, epi-absorbance fluorescence. inhibition, % at 5.6 µM. actives 0.89% (n = 290,000). AID 1527, 2009;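 active = inhibition above the mean of all tested compounds plus 3 SD, cutoff set per screening run, cut at about 7.5% in these data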;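 note: red hydrolysis product quenches plate fluorescence so inhibitors raise well fluorescence; 0% = enzyme with DMSO and 100% = DMSO without enzyme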
IDE inh – human IDE inhibitors in live cells, primary screen, fluorescence polarization, HEK cells, FAbetaB substrate; AID 434962, 2010; Insulin-degrading enzyme (Homo sapiens), P14735; actives 0.41% (n = 320,000); inhibition, % at 5.59 µM; FAbetaB cleavage;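 active = percent inhibition above the average of all tested compounds plus 3 SD, set per screening campaign, cut at about 16% in these data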;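 note: IDE supplied by intact live HEK cells; FP after avidin binding of uncleaved biotin substrate so inhibition keeps polarization high; 0% = DMSO wells and 100% = 60 µM reference IDE inhibitor Ii1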
Numbers without * were called inactive.

`O=C(Nc1cccc(Cl)c1)c1cc(S(=O)(=O)NCCc2ccc(Cl)cc2)ccc1F` gave NS3 helicase inh -15.4, SUMO HTRF inh -39.2, IMP-1 inh 1.4, pCIP destab 8.2, GalR3 antag -5.5, CRFR2-BP antag -112.8, IDE cell activ -6.0, VIM-2 inh 0.6 and IDE inh -4.1.
Screening O=C(COC(=O)c1cc(S(=O)(=O)N2CCCCC2)ccc1Cl)NCc1ccco1 returned NS3 helicase inh 13.5, SUMO HTRF inh 9.2, IMP-1 inh -1.1, pCIP destab 0.6, GalR3 antag -5.6, CRFR2-BP antag 10.8, IDE cell activ 4.6, VIM-2 inh -2.2 and IDE inh 1.1.
Screening CC1(C)CC2CC(C)(CN2c2ncnc3ccccc23)C1 (centres undefined) returned NS3 helicase inh -4.3, SUMO HTRF inh 18.8, IMP-1 inh -3.6, pCIP destab -33.5, GalR3 antag -5.5, CRFR2-BP antag -12.3, IDE cell activ 1.7, VIM-2 inh -1.0 and IDE inh 3.4.
COc1ccc(C(=O)N/C(N)=N/c2nc3ccccc3o2)cc1 was read as NS3 helicase inh 4.1, SUMO HTRF inh 27.7, IMP-1 inh -3.8, pCIP destab -5.9, GalR3 antag -2.4, CRFR2-BP antag -8.6, IDE cell activ 1.6, VIM-2 inh -3.1 and IDE inh -5.8.
`CCN(CC)c1ncnc2c1ncn2Cc1c(Cl)cccc1Cl` gave NS3 helicase inh -3.1, SUMO HTRF inh -18.3, IMP-1 inh -2.9, pCIP destab 3.9, GalR3 antag 2.7, CRFR2-BP antag -7.9, IDE cell activ 1.6, VIM-2 inh -2.8 and IDE inh -6.7.
`O=[N+]([O-])c1cccc(-c2cnc3ccccc3n2)c1` gave NS3 helicase inh -0.4, SUMO HTRF inh 25.5, IMP-1 inh -2.5, pCIP destab -15.5, GalR3 antag -3.8, CRFR2-BP antag -6.2, IDE cell activ 1.1, VIM-2 inh -0.1 and IDE inh 7.0.
Screening Cc1noc(C)c1COc1ccc(C(=O)N2CCN(S(=O)(=O)c3ccccc3)CC2)cc1 returned GalR3 antag -4.5, CRFR2-BP antag -3.3, IDE cell activ 0.9 and IDE inh -3.4.
For CS(=O)(=O)N(CC(=O)N1CCN(Cc2ccccc2)CC1)c1cccc(Cl)c1 the results were NS3 helicase inh -6.7, SUMO HTRF inh -4.8, IMP-1 inh -0.6, pCIP destab 8.4, GalR3 antag -4.4, CRFR2-BP antag 5.4, IDE cell activ 2.3, VIM-2 inh -0.7 and IDE inh -2.5.
For Cc1nn(-c2ccccc2)c2sc(C(=O)N3CCc4ccccc4C3)cc12 the results were NS3 helicase inh -7.8, SUMO HTRF inh -7.4, IMP-1 inh -0.7, pCIP destab -0.3, GalR3 antag -3.8, CRFR2-BP antag 9.3, IDE cell activ 4.9 and VIM-2 inh 0.6.
Screening CCSc1nc2ccccc2n1C(=O)/C=C/c1ccc(OC)c(OC)c1 returned NS3 helicase inh 13.2, SUMO HTRF inh -17.1, IMP-1 inh -2.6, pCIP destab 7.9, GalR3 antag -1.8, CRFR2-BP antag -52.8, IDE cell activ 0.9, VIM-2 inh -0.1 and IDE inh 2.6.
Screening O=C(CC(=O)NCc1ccc(Cl)cc1)NCc1ccccc1 returned NS3 helicase inh -3.1, SUMO HTRF inh 8.9, IMP-1 inh -2.9, pCIP destab -11.7, GalR3 antag -3.3, CRFR2-BP antag 4.0, IDE cell activ 2.0, VIM-2 inh -3.3 and IDE inh 1.2.
Screening O=C(O)c1cc(O)c2c(c1)C(=O)c1cccc(O)c1C2=O returned NS3 helicase inh 15.5, SUMO HTRF inh 32.5, IMP-1 inh 4.6*, pCIP destab -4.3, GalR3 antag 0.0, CRFR2-BP antag -40.9, IDE cell activ 4.3, VIM-2 inh 6.6 and IDE inh 4.0.
Screening Cn1c(N)c(C(=O)CSc2nn(-c3ccc(F)cc3)c(=S)s2)c(=O)n(C)c1=O returned GalR3 antag -9.0, CRFR2-BP antag 41.8, IDE cell activ -0.5 and IDE inh 0.7.
For Cc1cccc(C)c1NC(=O)C1CCN(C(=O)c2cccs2)CC1 the results were NS3 helicase inh -1.6, SUMO HTRF inh 2.4, IMP-1 inh -2.5, pCIP destab -11.6, GalR3 antag -9.2, CRFR2-BP antag -3.7, IDE cell activ -1.1, VIM-2 inh -1.6 and IDE inh 4.5.
Screening COC(=O)CC1COc2ccccc2N1C(=O)c1ccc(C(C)(C)C)cc1 (centres undefined) returned NS3 helicase inh -7.1, SUMO HTRF inh -32.9, IMP-1 inh -2.4, pCIP destab 4.4, GalR3 antag 1.3, CRFR2-BP antag 20.5, IDE cell activ 5.8, VIM-2 inh -8.8 and IDE inh -5.6.

The final 2 compounds of the section above are carried over, then new ones follow:
For Cc1cccc(C)c1NC(=O)C1CCN(C(=O)c2cccs2)CC1 the results were NS3 helicase inh -1.6, SUMO HTRF inh 2.4, IMP-1 inh -2.5, pCIP destab -11.6, GalR3 antag -9.2, CRFR2-BP antag -3.7, IDE cell activ -1.1, VIM-2 inh -1.6 and IDE inh 4.5.
Screening COC(=O)CC1COc2ccccc2N1C(=O)c1ccc(C(C)(C)C)cc1 (centres undefined) returned NS3 helicase inh -7.1, SUMO HTRF inh -32.9, IMP-1 inh -2.4, pCIP destab 4.4, GalR3 antag 1.3, CRFR2-BP antag 20.5, IDE cell activ 5.8, VIM-2 inh -8.8 and IDE inh -5.6.
Screening CC1CCN(S(=O)(=O)c2nnc(NC(=O)c3cccc(Cl)c3)s2)CC1 returned NS3 helicase inh 25.2, SUMO HTRF inh 11.4, IMP-1 inh -1.4, pCIP destab -20.7, CRFR2-BP antag 59.5*, IDE cell activ 1.0, VIM-2 inh 0.5 and IDE inh 0.2.
For O=C(CSc1nnc(CNC(=O)c2c(F)cccc2F)o1)NCc1ccccc1Cl the results were NS3 helicase inh -3.0, SUMO HTRF inh -6.0, IMP-1 inh -0.2, pCIP destab -2.4, GalR3 antag 1.2, CRFR2-BP antag 2.5, IDE cell activ 1.4, VIM-2 inh 0.1 and IDE inh -1.7.
For O=C(O)C1Cc2ccccc2CN1S(=O)(=O)c1ccc(Cl)cc1 (centres undefined) the results were NS3 helicase inh 5.1, SUMO HTRF inh -1.2, IMP-1 inh -0.8, pCIP destab -0.7, GalR3 antag -6.5, CRFR2-BP antag -3.5, IDE cell activ 4.1, VIM-2 inh 3.4 and IDE inh 0.9.
`COc1ccc(CNC(=O)C(c2cccs2)N(Cc2ccco2)C(=O)Cc2cccs2)cc1` (centres undefined) gave NS3 helicase inh 11.8, SUMO HTRF inh 16.1, IMP-1 inh -0.8, pCIP destab -3.4, GalR3 antag -5.2, CRFR2-BP antag -9.2, IDE cell activ 2.9, VIM-2 inh -2.6 and IDE inh 2.8.
For Cc1nc(CNC(=O)c2ccccc2OC2CCN(S(C)(=O)=O)CC2)cs1 the results were NS3 helicase inh -6.7, SUMO HTRF inh 5.9, IMP-1 inh -2.2, pCIP destab -1.2, GalR3 antag -5.0, CRFR2-BP antag 8.3, IDE cell activ 0.6, VIM-2 inh -2.9 and IDE inh 4.4.
Cc1ccc(CNC(=O)CN2C(=O)COc3ccc(S(=O)(=O)N4CCC(C)CC4)cc32)o1 was read as NS3 helicase inh -0.3, IMP-1 inh -2.8, pCIP destab -6.2, GalR3 antag 2.2, CRFR2-BP antag 35.9, IDE cell activ 6.5, VIM-2 inh -4.6 and IDE inh -3.9.
Screening COc1ccc(NC2(c3ccccc3)OC(=O)c3ccccc32)cc1 (centres undefined) returned NS3 helicase inh 4.3, SUMO HTRF inh 13.9, IMP-1 inh -2.1, pCIP destab 9.9, GalR3 antag 1.4, CRFR2-BP antag 14.1, IDE cell activ 4.8, VIM-2 inh 0.5 and IDE inh -0.9.
CN(C)CCN=Cc1c(O)n(Cc2ccc3c(c2)OCO3)c(=O)c2ccccc12 was read as NS3 helicase inh 0.5, SUMO HTRF inh 23.3, IMP-1 inh -2.5, pCIP destab -2.2, GalR3 antag -2.2, CRFR2-BP antag -8.2, IDE cell activ 5.4, VIM-2 inh -2.8 and IDE inh 3.9.
`Cc1c(Cl)cccc1NC(=S)Nc1ccccn1` gave NS3 helicase inh 8.3, SUMO HTRF inh -2.8, IMP-1 inh -1.4, pCIP destab -0.7, GalR3 antag -1.1, CRFR2-BP antag -2.6, IDE cell activ -2.7, VIM-2 inh -2.6 and IDE inh 6.3.
`O=S(=O)(Nc1ccc(N2CCOCC2)cc1)c1ccccc1` gave NS3 helicase inh 6.4, SUMO HTRF inh 6.2, IMP-1 inh -1.3, pCIP destab 0.0, GalR3 antag -2.8, CRFR2-BP antag -8.4, IDE cell activ 8.0, VIM-2 inh 1.3 and IDE inh -1.2.
Screening O=C(OCC(=O)N1c2ccccc2Sc2ccccc21)c1cccnc1 returned NS3 helicase inh 0.7, SUMO HTRF inh 11.2, IMP-1 inh -3.3, pCIP destab -6.2, GalR3 antag -3.9, CRFR2-BP antag 6.1, IDE cell activ 3.8, VIM-2 inh -3.2 and IDE inh 2.0.
O=C(NC1CCCc2ccccc21)c1ccccc1 (centres undefined) was read as NS3 helicase inh -9.2, SUMO HTRF inh -8.3, IMP-1 inh -2.4, pCIP destab -9.3, GalR3 antag -2.7, CRFR2-BP antag 9.3, IDE cell activ 3.2, VIM-2 inh -2.3 and IDE inh 3.4.
CCCCCC(=O)Oc1cccc(N2C(=O)C3CCCCC3C2=O)c1 (centres undefined) was read as NS3 helicase inh 7.8, SUMO HTRF inh 0.3, IMP-1 inh -3.5, pCIP destab 6.0, GalR3 antag -4.6, CRFR2-BP antag 3.9, IDE cell activ 10.4, VIM-2 inh -0.8 and IDE inh 2.0.
`CN1CC(=O)N2C(c3cccc([N+](=O)[O-])c3)c3[nH]c4ccccc4c3C[C@H]2C1=O` (some centres undefined) gave NS3 helicase inh -9.9, SUMO HTRF inh 1.0, IMP-1 inh -1.6, pCIP destab -4.2, GalR3 antag -10.4, CRFR2-BP antag 7.1, IDE cell activ -1.9, VIM-2 inh -2.4 and IDE inh 1.8.
`CCOP(=O)(c1ccc(N(C)C)cc1)C(O)c1cccnc1` (centres undefined) gave NS3 helicase inh -9.1, SUMO HTRF inh 17.5, IMP-1 inh -0.8, pCIP destab -10.8, GalR3 antag 1.7, CRFR2-BP antag 0.6, IDE cell activ -0.6, VIM-2 inh -0.4 and IDE inh 5.3.
O=C(O)CCCCCNC(=O)c1cccc(Br)c1 was read as NS3 helicase inh 1.1, SUMO HTRF inh 10.6, IMP-1 inh -2.0, pCIP destab -1.0, GalR3 antag -0.8, CRFR2-BP antag -4.8, IDE cell activ 5.3, VIM-2 inh -0.5 and IDE inh 0.7.

Assay outcomes as filed in PubChem.
